Screening data (PubChem)
Rpn11 block = inhibitors of human proteasome Rpn11. O00487. human 26S proteasome, Ub4-pepOG fluorescence polarization; 20S core pre-blocked with epoxomicin. calls only at 20 µM. 0.59% of 360,000 active. AID 588493;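 active means inhibition at 20 µM, scaled to each plate's controls, above about 33%, limit read from the data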
FAS-TE inh = blocks the thioesterase domain of human fatty acid synthase | P49327 | inhibition, % at 15 µM | 0.67% of 360,000 active | recombinant FAS-TE, OMFH fluorogenic substrate, fluorescence endpoint;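 active means compounds whose normalised, plate-corrected inhibition of enzyme fluorescence in the single-dose primary screen is 50% or more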;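 further: 0% = DMSO with enzyme and 100% = substrate without enzyme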
MT1-MMP act inh = inhibitors of human MT1-MMP activation | 0.061% of 360,000 active | P50281 | GFP/RFP ratio change, % at 20 µM | HT1080 RFP-PRO-GFP cells, GFP/RFP ratio fluorescence, overnight; percent of plate control window, DMSO zero;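 active means GFP/RFP ratio change of at least 30% with cell ATP level not reduced by more than half and red fluorescence within 50% of control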; further: strong numbers were not always called active
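system = RFP-PRO-GFP reporter HT1080 cells | dosing = 20 µM single dose, 1% DMSO | timing = overnight cell settling, then overnight compound exposure, 37 °C, 5% CO2 | read-out basis = GFP/RFP fluorescence ratio | controls = DMSO and RFP-L50D-GFP cell wells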
MLLE-PAM2 inh = inhibitors of microRNA-mediated deadenylation, human PABP1 MLLE binding; GST-MLLE / FITC-PAM2 fluorescence polarization; inhibition, % at 20 µM; 0.36% of 360,000 active; in the data active means inhibition above about 35%, passing the limit was not always enough;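 further: plate controls were DMSO wells with GST-MLLE for no effect and wells lacking GST-MLLE protein for full effect; some results filed as inactive read as strong as hits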
Neddylation inh = blocks human cullin neddylation. calls only at 25 µM. TR-FRET cullin neddylation, biochemical. 0.58% of 360,000 active. AID 651699. P61081+Q13564; in the data active means inhibition above about 36%
NadD inh = blocks S. aureus nicotinate mononucleotide adenylyltransferase; 0.78% of 360,000 active; inhibition, % at 20 µM; AID 602399; purified NadD enzyme, colorimetric absorbance read-out; in the data active means inhibition above about 26%; further: some compounds past the cut are filed as inactive
SKN-1 inh = inhibitors of C. elegans SKN-1; C. elegans VP596 Pgst-4::GFP/RFP ratio, acrylamide-induced, 24 h; inhibition, % at 21.8 µM; 0.49% of 360,000 active;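 active means interference check ratio from 0.5 to 1.5 plus GFP to RFP signal ratio inhibition reaching or exceeding a fixed threshold, cut at about 30% in these data, passing the limit was not always enough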; further: some compounds called inactive have numbers as strong as hits
Rin1-Abl PPI inh = inhibitors of human Rin1-Abl protein interaction; 0.4% of 360,000 active; P00519+Q13671; TR-FRET Rin1/Abl binding, biochemical; AID 588664; inhibition, % at 7.35 µM; in the data active means inhibition above about 5%, passing the limit was not always enough
CSN inh = blocks human CSN-mediated cullin deneddylation | Q92905 | Purified CSN, SCF-Nedd8-OG deneddylation, fluorescence polarization | inhibition, % at 12.5 µM | 0.38% of 360,000 active | AID 651999;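 active means pattern-corrected inhibition above about 35%, with an unprinted fluorescence ratio check between 0.5 and 1.5, limit read from the data, passing the limit was not always enough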;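 further: 0% = enzyme with substrate and 100% = substrate without enzyme; some results filed as inactive read as strong as hits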
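Material: purified human Csn5 enzyme expressed in HEK293T cells / Medium: Tris buffer pH 7.5, NaCl, DTT, Tween-20, trehalose, ovalbumin / Compound dosing: 12.5 µM single point / Schedule: 90 min incubation of compound, enzyme and substrate at room temperature / Signal: fluorescence polarization of the substrate / Control set: no-enzyme wells high, enzyme-with-substrate wells low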
Active calls of the source: *; i = inactive; . = not tested or not shown.

SMILES	Rpn11 block	FAS-TE inh	MT1-MMP act inh	MLLE-PAM2 inh	Neddylation inh	NadD inh	SKN-1 inh	Rin1-Abl PPI inh	CSN inh
Cc1cccc(OCCc2nnc(N)s2)c1C	i	-6	3	-104	i	0	-12	2	2
CCOC(=O)N1CCN(C2CCCN(C(=O)c3ccccc3C(F)(F)F)C2)CC1 (stereo unspecified)	i	-8	-3	-4	i	8	-2	5	0
NC(=O)c1nnsc1-c1ccc(-c2snnc2C(N)=O)cc1	i	-5	3	-9	i	-6	2	4	-2
CCOC(=O)N/N=C/c1ccc(Oc2ccccc2)cc1	i	8	-5	-9	i	4	2	6	-4
CCOC(=O)c1sc(C)c2c(=O)n(Cc3ccc(Cl)cc3)c(C)nc12	i	11	12	-11	i	6	14	-5	2
O=C(N=C1SC2CS(=O)(=O)CC2N1c1cc(Cl)ccc1Cl)C1CC1 (stereo unspecified)	i	0	-1	3	i	-6	4	3	0
COc1ccc(S(N)(=O)=O)cc1C(=O)OCC(=O)N1CCCC(C)C1 (stereo unspecified)	i	-4	-2	-2	i	-5	2	2	0
CC(C)(C)OC(=O)N1CCN(C(=O)Nc2ccc3c(c2)OCCO3)CC1	i	-4	3	6	i	2	-13	1	0
Cc1ccc(C(=O)N(CCCN(C)C)c2nc3ccc(Cl)cc3s2)cc1C	i	15	-6	12	i	-5	14	-3	2
O=C(CCS(=O)(=O)c1cc2c(cc1Cl)NC(=O)CO2)NCc1ccccc1	i	-6	2	3	i	10	6	4	-1
C[C@H](CO)N1C[C@H](C)[C@@H](CN(C)S(=O)(=O)c2ccccc2)Oc2ccc(NC(=O)C3CCCCC3)cc2C1=O	i	-11	-4	2	i	5	15	4	-6
Cn1c2ccccc2c(=O)c2ccc(C#CC3(N)CCCCC3)cc21	i	1	5	-4	.	2	-5	-10	2
CC1=C(C(=O)Nc2ccccn2)C(c2ccc3c(c2)OCO3)C2=C(CC(C)(C)CC2=O)N1 (stereo unspecified)	i	-2	0	7	.	0	6	0	3
Cc1onc(-c2c(F)cccc2Cl)c1C(=O)Nc1sc2c(c1C#N)CCC(C(C)(C)C)C2 (stereo unspecified)	i	18	-2	-28	i	23	-11	0	3
COc1cc(NS(=O)(=O)c2ccc(C)cc2)c2c(c1N)C(=O)c1ccccc1C2=O	i	21	47*	45	i	15	36*	1	1
COc1ccc(C(=O)NCc2nnc(SCCOc3ccccc3)n2C)cc1	i	-1	1	7	i	5	2	0	-2
O=C(Nc1ccc2c(c1)CCC2)C1CCN(c2ncccn2)CC1	.	0	-4	6	i	-4	8	-6	-1
CCCc1nc2nc(C)c(NS(=O)(=O)c3ccc(Cl)cc3)c(=O)n2[nH]1	i	-10	3	5	i	2	11	3	-2
C/C(CC(=O)Nc1ccc(OCc2ccccc2)cc1)=N\NC(=O)C(=O)Nc1ccccc1C	i	-3	8	10	i	12	14	-2	-3
COc1cccc(CNC(=O)c2ccc(OC)c(S(=O)(=O)NC3CCCC3)c2)c1	i	-2	2	-2	i	4	10	2	3
CCOc1ccc(C2=NNC(c3cccs3)=Nc3ccc(OC)cc32)cc1	i	12	3	-20	i	16	-4	-1	-4
CN(CCOc1ccccc1)CC(=O)Nc1cc([N+](=O)[O-])ccc1Cl	i	30	1	-2	i	-5	8	-3	2
CCN(CC)S(=O)(=O)c1ccc(Oc2ccc(S(=O)(=O)N(CC)CC)cc2)cc1	i	-1	5	12	i	-6	-14	4	2
Cc1cc(-c2nnc(SCC(=O)c3ccc(Cl)cc3)o2)no1	i	-6	3	-1	i	3	0	1	5
Cc1sc2nc3n(c(=O)c2c1C)NC(=O)CC3	i	-6	-3	-11	i	-4	3	0	-3
COc1cc(/C=C/C(=O)OCC(=O)NC2CCS(=O)(=O)C2)ccc1O (stereo unspecified)	i	-5	0	4	i	7	17	-4	-1
COc1ccc(N2CCN(C(=O)CSc3nc4c(c(=O)n(C)c(=O)n4C)n3C(C)C)CC2)cc1	i	-5	3	7	i	1	3	0	-2
CC(=O)Nc1ccc(C(=O)NCC2(N3CCCCC3)CCCCC2)cc1	i	-7	-4	-59	i	-1	0	-1	3
O=C(Nc1ccc(S(=O)(=O)N2CCCC2)cc1)C1CCCN1C(=O)c1cccs1 (stereo unspecified)	i	-3	2	2	i	0	6	-2	-8
O=C(NCC(=O)N1CCC2(CC1)NCCc1[nH]cnc12)c1ccc(F)cc1	i	-8	-4	-3	i	-8	7	-2	-5

6 of these compounds in a different format:
| SMILES | Rpn11 block | FAS-TE inh | MT1-MMP act inh | MLLE-PAM2 inh | Neddylation inh | NadD inh | SKN-1 inh | Rin1-Abl PPI inh | CSN inh |
| --- | --- | --- | --- | --- | --- | --- | --- | --- | --- |
| O=C(Nc1ccc2c(c1)CCC2)C1CCN(c2ncccn2)CC1 | . | 0 | -4 | 6 | i | -4 | 8 | -6 | -1 |
| CCOC(=O)c1sc(C)c2c(=O)n(Cc3ccc(Cl)cc3)c(C)nc12 | i | 11 | 12 | -11 | i | 6 | 14 | -5 | 2 |
| CCN(CC)S(=O)(=O)c1ccc(Oc2ccc(S(=O)(=O)N(CC)CC)cc2)cc1 | i | -1 | 5 | 12 | i | -6 | -14 | 4 | 2 |
| CC1=C(C(=O)Nc2ccccn2)C(c2ccc3c(c2)OCO3)C2=C(CC(C)(C)CC2=O)N1 (stereo unspecified) | i | -2 | 0 | 7 | . | 0 | 6 | 0 | 3 |
| O=C(N=C1SC2CS(=O)(=O)CC2N1c1cc(Cl)ccc1Cl)C1CC1 (stereo unspecified) | i | 0 | -1 | 3 | i | -6 | 4 | 3 | 0 |
| CCOc1ccc(C2=NNC(c3cccs3)=Nc3ccc(OC)cc32)cc1 | i | 12 | 3 | -20 | i | 16 | -4 | -1 | -4 |

Just Rin1-Abl PPI inh, Neddylation inh and Rpn11 block (2 entries from above):
molecule,Rin1-Abl PPI inh,Neddylation inh,Rpn11 block
CC(C)(C)OC(=O)N1CCN(C(=O)Nc2ccc3c(c2)OCCO3)CC1,1,i,i
COc1ccc(C(=O)NCc2nnc(SCCOc3ccccc3)n2C)cc1,0,i,i

Additional entries
SMILES	Rpn11 block	FAS-TE inh	MT1-MMP act inh	MLLE-PAM2 inh	Neddylation inh	NadD inh	SKN-1 inh	Rin1-Abl PPI inh	CSN inh
O=C(OCc1cnc(Cl)s1)c1ccccc1Cl	i	2	3	-1	i	-1	-1	-4	1
CC(/C=N/Nc1nc2ccccc2[nH]1)=C\c1ccccc1	i	-6	-20	-60	.	0	-5	0	5
O=S(=O)(c1cnccc1N1CCN(/N=C/c2ccc(Br)cc2)CC1)N1CCCCC1	i	31	0	3	i	5	29	0	-7
CSc1ccc(CN2C(=O)C(C)Sc3ccc(C(C)=O)cc32)cc1 (stereo unspecified)	i	23	-2	5	i	-10	24	0	-6
COc1cccc(NC(=O)c2ccc3c(c2)N(CC(=O)N2CCOCC2)C(=O)C(C)(C)O3)c1	i	-3	-4	-2	i	-4	13	-2	4
Cc1cccc(N2CCN(C(=O)CCS(=O)(=O)c3ccc(Br)cc3)CC2C)c1 (stereo unspecified)	i	22	-3	-10	i	7	9	0	7
CC(C)(S)[C@@H](N)C(=O)O	i	-2	6	2	i	2	7	-1	-3
CCCCn1nnnc1NCc1ccc(C)s1	i	-10	4	-14	i	2	41*	-2	-3
Cn1c(=O)c([N+](=O)[O-])c(NCc2ccccc2)c2ccccc21	i	3	-1	-2	i	-5	-1	0	-2
O=C(NCCc1ccccn1)c1cc2ccccc2o1	i	-2	-1	-6	i	0	-3	1	-8
c1ccc(-n2nnnc2CN2CCOCC2)cc1	i	-3	0	3	i	0	-2	0	-3
CCCCNC(=O)C1CCC(CNc2nc(=S)[nH]c3ccccc23)CC1 (stereo unspecified)	i	1	2	-59	i	-5	3	0	14
Cc1cc(C)c2nc(SC(C)C(=O)NCC(=O)Nc3ccc(F)c(F)c3F)cc(C)c2c1 (stereo unspecified)	i	-1	2	1	i	5	-1	-3	-1
NS(=O)(=O)c1ccc(CCNC(=O)c2cc(-c3cccs3)nc3ccccc23)cc1	i	1	1	-14	.	1	9	-4	3
O=C(/C=C/c1ccco1)N1CCN(c2ccc(F)cc2)CC1	i	1	5	33	i	1	1	-1	0
CC(C)CCn1c(Br)nc2c1c(=O)n(CC(N)=O)c(=O)n2C	i	-3	1	1	i	-6	-7	2	5
Cc1nc2n(n1)C(c1ccccc1)C1=C(CC(c3ccco3)CC1=O)N2 (stereo unspecified)	i	-7	3	-1	i	-1	15	1	1
O=C1OC(c2ccccc2)=C/C1=C/N1CCOCC1	i	-3	-7	2	i	0	9	2	1
COc1ccccc1NS(=O)(=O)c1ccc(O)c(NC(=S)NCC2CCCO2)c1 (stereo unspecified)	i	-4	4	40*	i	-1	-7	1	4
COc1ccc(NC(=O)C(CCSC)N2C(=O)c3ccccc3C2=O)cc1 (stereo unspecified)	i	1	-4	9	i	-7	-25	-3	-1
COC1=CC(=O)C(C2CC(=O)c3c(O)cc(O)cc3O2)=CC1=O (stereo unspecified)	i	-8	-2	28	i	3	14	5	3
CCCN(CC1CC1)S(=O)(=O)c1ccc(S(N)(=O)=O)cc1	i	-2	2	-4	i	-1	5	0	-1
O=C(N=c1ccn(-c2nc3ccccc3nc2NS(=O)(=O)c2ccccc2)cc1)c1cccs1	.	-14	-6	-27	i	19	11	1	18
COC(=O)[C@]12CCCCC=C1N(Cc1ccco1)C(=O)[C@H](CC(=O)NCCCN1CCCC1=O)C2	.	-10	3	.	i	5	-1	.	-4
COc1ccc(N(C(=O)c2ccco2)C(C(=O)NC2CCCC2)c2ccco2)cc1OC (stereo unspecified)	i	0	0	-8	i	-3	0	0	-3
CC(C)=C1C2CCC1C1C(=O)N(NC(=O)COc3ccc(C(C)(C)C)cc3)C(=O)C21 (stereo unspecified)	i	14	-3	-13	i	-7	12	-1	3
Clc1cccc(-c2ccc(/C=N/n3cnnc3)o2)c1	i	2	2	-12	i	-6	6	-5	1

This is a random part of the collection, and some 3.9% of all compounds hit somewhere here.
